Assay outcomes deposited in PubChem by National Center for Advancing Translational Sciences (NCATS).
B2AR arrestin = qHTS assay of beta-arrestin-biased ligands of beta2-adrenergic receptor. Potency, µM (top dose mostly 46.1 µM), for inactives: top-dose activation, hits mostly activators. Beta-2 adrenergic receptor (Homo sapiens), P07550. actives 0.02% (n = 330,000). beta-arrestin recruitment to beta2AR, cell-based reporter;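 also: potency is read from the fitted curve at half-maximal effect; 0% = DMSO controls and full agonism = EC100 isoproterenol or metaproterenol; nearly all actives have a fitted effect of over 65% in size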
uPA surface inh = qHTS for Inhibitors of Cell Surface uPA Generation | cell surface uPA generation assay, qHTS | Potency, µM (top dose mostly 38.3 µM), inactives show at the highest dose activity change, negative = inhibition, actives largely listed as inhibitors | actives 0.31% (n = 330,000) | AID 540303, 2011; active = well fitted inhibition curve with a large enough effect; inconclusive = small, poorly fitted or top-dose-only effect; inactive = no such curve, though single readings can be large or run the other way; tested in mouse RAW 264.7 cells; also: potency is read from the fitted curve at half-maximal effect; nearly all actives have a fitted effect of over 55% in size
Eya2 phos inh = qHTS Assay for Inhibitors of the Phosphatase Activity of Eya2 | Protein phosphatase EYA2 (Homo sapiens), O00167 | recombinant Eya2, OMFP fluorescence dephosphorylation (OMFP is methylfluorescein phosphate) | Potency, µM (titrated, usually from 76.9 µM), for inactives: at the highest dose activity, negative = inhibition, most hits filed as inhibitors | actives 0.006% (n = 330,000) | AID 488837, 2010; also: potency is read from the fitted curve at half-maximal effect
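Eya2 protein (added as 0.2 uM solution) was preincubated with compound for 10 min at ambient temperature in 50 mM HEPES pH 7.5, 50 mM NaCl, 5 uM MgCl2, 0.05% BSA, 1 mM DTT. OMFP (added at 50 uM) then reacted 10 min; fluorescence read at 485/525 nm.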
FBPA coupling cs = qHTS Assay for Inhibitors of Fructose-1,6-bisphosphate Aldolase from Giardia Lamblia: Coupling assay counterscreen. coupling enzyme system counterscreen, AmpLite Red fluorescence. activity change, negative = inhibition, % at 58.2 µM, hits read low. actives 0.67% (n = 290,000). AID 2472, 2010; in the data active = activity change below about -30%
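Final compound at 57.5 uM, incubated 10 min at RT with coupling enzyme reagent (glyceraldehyde-3-phosphate), then 20 min with substrate and AmpLite Red detection. Fluorescence read at 525/598 nm; tests interference with the coupling assay, not aldolase inhibition.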
USP2a inh = qHTS Assay for Inhibitors of Ubiquitin-specific Protease USP2a Using CHOP2 as the Reporter; Ubiquitin carboxyl-terminal hydrolase 2 (Homo sapiens), O75604; USP2 core, Ub-CHOP2 coupled fluorogenic reporter, 485/531; Potency, µM (highest dose often 38.3 µM), for the others: at the top dose activity change, negative = inhibition, usual class: inhibitors; actives 0.01% (n = 330,000);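 also: potency is read from the fitted curve at half-maximal effect; plate controls were DMSO wells for no effect and full inhibition by NEM control for full effect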
Target sequence (O75604 whole entry, looked up): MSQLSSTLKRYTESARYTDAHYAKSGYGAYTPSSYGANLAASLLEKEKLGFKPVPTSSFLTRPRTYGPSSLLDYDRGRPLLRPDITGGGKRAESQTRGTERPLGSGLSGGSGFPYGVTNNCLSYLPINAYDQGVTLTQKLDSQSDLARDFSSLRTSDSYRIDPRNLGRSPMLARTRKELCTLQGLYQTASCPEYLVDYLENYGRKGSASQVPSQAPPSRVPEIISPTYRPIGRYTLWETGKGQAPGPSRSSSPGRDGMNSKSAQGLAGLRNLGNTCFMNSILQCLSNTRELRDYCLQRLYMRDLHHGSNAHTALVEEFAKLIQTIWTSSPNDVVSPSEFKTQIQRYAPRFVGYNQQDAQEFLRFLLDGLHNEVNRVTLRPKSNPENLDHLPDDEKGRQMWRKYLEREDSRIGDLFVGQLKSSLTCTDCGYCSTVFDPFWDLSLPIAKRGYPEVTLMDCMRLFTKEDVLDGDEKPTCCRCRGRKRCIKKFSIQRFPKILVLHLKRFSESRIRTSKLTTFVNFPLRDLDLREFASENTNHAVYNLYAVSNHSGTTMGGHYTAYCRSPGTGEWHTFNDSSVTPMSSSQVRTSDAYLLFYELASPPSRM
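Cell-free coupled assay: 10nM USP2 core preincubated 30min RT with compound in Tris-HCl pH 8.0/CaCl2/CHAPS buffer, then 25nM Ub-CHOP2 and 25nM reporter substrate; fluorescence (Ex 485/Em 531) read after 60min RT, normalized to NEM inhibition, concentration-response curves fitted.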
Giardia killer = Small Molecules that selectively kill Giardia lamblia: qHTS; Giardia lamblia trophozoite viability; activity change, % at 7.66 µM, hits read low; actives 0.15% (n = 340,000); AID 540267, 2011; in the data active = activity change below about -80%; inconclusive = between about -30% and that limit;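 also: parasites exposed to compound for two days anaerobically before the ATP read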
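Luminescent ATP signal served as the viability read-out, measured 15-30 min after adding ATP detection reagent to trophozoites that had been incubated with compounds for 48 hrs at 37 deg C anaerobically at 100 cells/well.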
PKM2 act = qHTS Assay for Activators of Human Muscle isoform 2 Pyruvate Kinase. Pyruvate kinase PKM (Homo sapiens), P14618. purified PKM2, Kinase-Glo ATP luminescence, activation; response scale: 0% is enzyme alone, no compound. Potency, µM (series often up to 57.5 µM), for the others: at the top dose activation, hits mostly activators. actives 0.34% (n = 260,000); also: potency is read from the fitted curve at half-maximal effect; nearly all actives have a fitted effect of over 55% in size
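ATP formation by purified human PK-M2, quantified via coupled luciferase luminescence after 1 h at room temperature with 0.1 mM ADP and 0.5 mM PEP final.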
GALK inhibitor = qHTS Assay for Inhibitors of Human Galactokinase (GALK); P51570; Purified GALK, Kinase-Glo residual ATP luminescence; Potency, µM (doses to about 57.5 µM), for the others: at the top dose activity change, negative = inhibition, hits mostly inhibitors; actives 0.007% (n = 270,000); AID 1868, 2009; also: potency is read from the fitted curve at half-maximal effect
Target sequence (P51570 whole entry, looked up): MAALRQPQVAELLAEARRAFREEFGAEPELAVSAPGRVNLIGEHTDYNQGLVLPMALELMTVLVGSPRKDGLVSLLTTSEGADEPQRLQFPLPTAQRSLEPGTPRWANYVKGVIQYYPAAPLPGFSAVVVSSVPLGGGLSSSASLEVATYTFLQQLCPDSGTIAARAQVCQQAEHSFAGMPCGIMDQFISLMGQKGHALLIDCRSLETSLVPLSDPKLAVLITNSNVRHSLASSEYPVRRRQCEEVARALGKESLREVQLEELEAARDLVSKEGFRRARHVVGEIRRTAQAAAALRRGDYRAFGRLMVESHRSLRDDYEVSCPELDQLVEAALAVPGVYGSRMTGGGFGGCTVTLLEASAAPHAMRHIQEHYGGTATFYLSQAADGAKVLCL
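GALK at 5 nM final was combined with compound, 35 uM ATP and 100 uM galactose in HEPES pH8.0 with MgCl2 and DTT. The reaction ran one hour at room temperature before luminescent ATP detection.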
hERG WT inh = qHTS for Inhibitors of KCHN2 3.1: Wildtype qHTS | activity change, % at 1.84 µM | U2OS, BacMam KCNH2, thallium flux FluxOr; stronger effect = lower value | actives 0.37% (n = 340,000) | Voltage-gated inwardly rectifying potassium channel KCNH2 (Homo sapiens), Q12809;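 active = maximum activity change below -70%; inconclusive = maximum activity change between -70% and -50%; inactive = maximum activity change above -50%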
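U2OS cells were transduced with wild-type KCNH2 virus (2.03 x 10^8 / mL) for 4 h at room temperature, then cultured overnight at 37 C. Thallium flux was read with FluxOr dye. Rate constants were normalized to DMSO controls.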
KCNH2 3.1 inh = qHTS for Inhibitors of KCHN2 3.1: Mutant qHTS; Potassium voltage-gated channel subfamily H member 2, brain isoform KCNH2 3.1 (human); U2OS KCNH2 3.1, thallium flux FluxOr; stronger effect = lower value; activity change, % (tested at about 1.8 µM); actives 0.95% (n = 340,000); AID 720553, 2013;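 active = maximum activity change below -70%; inconclusive = maximum activity change from -70% to -50%; inactive = maximum activity change above -50%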;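 also: thallium influx rate constant from kinetic fluorescence after stimulation buffer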
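Channel expression came from 3.1 mutant virus (1.77 x 10^8 /mL) applied to suspended U2OS cells for 4 h. Flux was tracked with FluxOr dye plus Red40 quencher, and kinetic rate constants normalized to controls.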
Chronic BCR inh = qHTS Assay to Find Inhibitors of Chronic Active B-Cell Receptor Signaling; ABC-DLBCL IkBa-CBG/CBR reporter, luminescence ratio, 4 h; Potency, µM (highest dose often 46.1 µM), for inactives: at the top dose ratio change, negative = lower green/red ratio, usual class: inhibitors; actives 0.05% (n = 340,000); AID 493014, 2011; active = well fitted inhibition curve with a large enough effect in the signal ratio, with a control signal flat, not every such curve was filed as active; inconclusive = small, poorly fitted or top-dose-only effect, or effect the other way, or a change in a side signal; the % refers to the signal ratio;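 also: potency is read from the fitted curve at half-maximal effect; plate controls were basal doxycycline-induced cells for no effect and cells given 10 µM MG132 for full effect; MG132 reads +100%, hits lower the ratio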
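TMD8 ABC-DLBCL cells carrying doxycycline-inducible green luciferase fused to IkappaBalpha plus unfused red luciferase were exposed to compounds (up to 46 uM) for 4 hrs at 37C. Activity came from the overlap-corrected green/red luminescence ratio.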
An asterisk follows results filed as active. Unless noted, calls follow the shape of the dose curve; as a rule, active = well fitted curve in the direction sought with a large enough effect; inconclusive = small, poorly fitted or top-dose-only effect, or another doubt; inactive = no such curve, though single readings can be large; an effect the other way counts as inactive or inconclusive. Unless noted, % is scaled to controls: 0 for no effect and ±100 for the full control effect.

For C=CCn1c(SCC(=O)Nc2ccc3c(c2)OCO3)nnc1-c1cc(Br)ccc1O the results were uPA surface inh 3%, FBPA coupling cs 1, Giardia killer -2, PKM2 act 2%, GALK inhibitor 4%, hERG WT inh -19 and KCNH2 3.1 inh -3.
CC(C)CCn1c(=S)[nH]c2ncccc2c1=O was read as B2AR arrestin -1.4%, uPA surface inh -7%, Eya2 phos inh -12%, FBPA coupling cs 6, USP2a inh 1%, Giardia killer -8, PKM2 act 0%, GALK inhibitor -2%, hERG WT inh -10, KCNH2 3.1 inh -2 and Chronic BCR inh -3%.
Screening CSc1ccc(CCNC(=O)c2ccc(CS(=O)Cc3ccccc3Cl)o2)cc1 (configuration not stated) returned B2AR arrestin -0.2%, uPA surface inh 4%, Eya2 phos inh -6%, USP2a inh 1%, Giardia killer 4, GALK inhibitor -5%, hERG WT inh -3, KCNH2 3.1 inh -8 and Chronic BCR inh -6%.
Screening CC(C)(C)c1cc(NC(=O)c2ccco2)no1 returned B2AR arrestin -0.3%, uPA surface inh -12%, Eya2 phos inh 1%, USP2a inh 6%, Giardia killer -20, PKM2 act -26%, GALK inhibitor 3%, hERG WT inh -3, KCNH2 3.1 inh -3 and Chronic BCR inh 0%.
CN(CC(=O)Nc1ccccc1Cl)C(=O)COC(=O)CSc1ccc(Cl)cc1 was read as B2AR arrestin 0.0%, uPA surface inh 2%, Eya2 phos inh -2%, USP2a inh -1%, Giardia killer -7, hERG WT inh 2, KCNH2 3.1 inh 5 and Chronic BCR inh -5%.
Screening O=S(=O)(c1ccccc1)N1CCC(O)(CN2CCN(c3ccccc3)CC2)CC1 returned B2AR arrestin 0.3%, uPA surface inh 0%, Eya2 phos inh 7%, FBPA coupling cs 1, USP2a inh 1%, Giardia killer 9, GALK inhibitor 10%, hERG WT inh 1, KCNH2 3.1 inh -44 and Chronic BCR inh 0%.
For O=C(CN1CCN(c2cnn(-c3ccccc3)c(=O)c2Cl)CC1)NC1CCS(=O)(=O)C1 (configuration not stated) the results were B2AR arrestin -0.4%, uPA surface inh 7%, Eya2 phos inh 23%, USP2a inh 0%, Giardia killer -8, hERG WT inh -6, KCNH2 3.1 inh -7 and Chronic BCR inh -3%.
Screening Cc1ccc(-c2[nH]c3cc(C(N)=O)ccc3c(=O)c2O)cc1 returned B2AR arrestin 0.0%, uPA surface inh -7%, Eya2 phos inh 3%, FBPA coupling cs -2, USP2a inh 7%, Giardia killer 6, PKM2 act -5%, GALK inhibitor -1%, hERG WT inh -8, KCNH2 3.1 inh -4 and Chronic BCR inh inconclusive.
`COC(=O)c1c(NC(=O)CC2Sc3ccc(C(F)(F)F)cc3NC2=O)sc(C)c1C` (configuration not stated) gave B2AR arrestin 0.0%, uPA surface inh 0%, Eya2 phos inh -5%, FBPA coupling cs -2, USP2a inh 0%, Giardia killer 16, PKM2 act -2%, GALK inhibitor -2%, hERG WT inh 16, KCNH2 3.1 inh -6 and Chronic BCR inh 0%.
`Cc1c(C(=O)NCc2cccnc2)oc2ccc(S(=O)(=O)N3CCCCCC3)cc12` gave B2AR arrestin -0.9%, uPA surface inh -3%, Eya2 phos inh -28%, FBPA coupling cs 4, USP2a inh -1%, Giardia killer -8, PKM2 act 5%, GALK inhibitor -2%, hERG WT inh -8, KCNH2 3.1 inh 2 and Chronic BCR inh -14%.
`N#Cc1ccc(NC(=O)COC(=O)C2=COCCO2)cc1` gave B2AR arrestin 0.1%, uPA surface inh -3%, Eya2 phos inh -3%, FBPA coupling cs 0, USP2a inh -2%, Giardia killer -13, PKM2 act 1%, GALK inhibitor 3%, hERG WT inh 2, KCNH2 3.1 inh -10 and Chronic BCR inh 1%.
CC(C)(C)OC(=O)N1CCCN(C(=O)c2ccc(Cl)cc2)CC1 was read as B2AR arrestin 0.4%, uPA surface inh -3%, Eya2 phos inh -1%, FBPA coupling cs 2, USP2a inh 0%, Giardia killer 16, GALK inhibitor 1%, hERG WT inh -3, KCNH2 3.1 inh -12 and Chronic BCR inh -3%.
OC1CC(c2ccco2)NC2(CCCCC2)C1 (configuration not stated) was read as B2AR arrestin -0.2%, uPA surface inh -2%, Eya2 phos inh -16%, FBPA coupling cs 1, USP2a inh 2%, Giardia killer -4, PKM2 act -22%, GALK inhibitor 1%, hERG WT inh -6, KCNH2 3.1 inh 4 and Chronic BCR inh 0%.
Screening CC(C)CC(=O)OCC(=O)Nc1ccccc1Sc1ccccc1 returned B2AR arrestin -0.8%, uPA surface inh 9%, Eya2 phos inh -13%, FBPA coupling cs 1, USP2a inh 2%, Giardia killer -1, PKM2 act 5%, GALK inhibitor 1%, hERG WT inh 9, KCNH2 3.1 inh 2 and Chronic BCR inh 0%.
For CSc1nnc(Cn2c(=O)sc3ccccc32)n1-c1cccc(Cl)c1 the results were B2AR arrestin -1.3%, Eya2 phos inh -9%, FBPA coupling cs -3, USP2a inh 5%, Giardia killer 2, PKM2 act 0%, GALK inhibitor 0%, hERG WT inh -10, KCNH2 3.1 inh -6 and Chronic BCR inh 2%.
`CC(=O)NC(CC(=O)OCC(=O)c1cc(C)ccc1C)c1ccccc1` (configuration not stated) gave B2AR arrestin -0.1%, uPA surface inh 15%, Eya2 phos inh -8%, USP2a inh 2%, Giardia killer 5, hERG WT inh 3, KCNH2 3.1 inh 14 and Chronic BCR inh inconclusive.
Screening CN1CCN(CC(=O)N(C)c2nc(-c3ccccc3)cs2)CC1 returned B2AR arrestin 0.2%, uPA surface inh -2%, Eya2 phos inh -15%, FBPA coupling cs -1, USP2a inh 1%, Giardia killer -7, PKM2 act 4%, GALK inhibitor -1%, hERG WT inh 3, KCNH2 3.1 inh -13 and Chronic BCR inh -1%.
For CCN(CC)C(=O)CSc1nnnn1-c1ccc(F)c(Cl)c1 the results were B2AR arrestin -1.0%, uPA surface inh 12%, Eya2 phos inh -8%, FBPA coupling cs 2, USP2a inh 1%, Giardia killer -8, PKM2 act 5%, GALK inhibitor 0%, hERG WT inh -1, KCNH2 3.1 inh 0 and Chronic BCR inh 0%.
`Cc1ccc(N2CC(C(=O)Nc3ccccc3OC(F)F)CC2=O)cc1` (configuration not stated) gave B2AR arrestin -0.1%, uPA surface inh 4%, Eya2 phos inh -13%, USP2a inh 0%, Giardia killer -1, hERG WT inh -1, KCNH2 3.1 inh 12 and Chronic BCR inh -4%.
`Cc1ccc(C)c(NC(=O)COc2coc(CN3CCc4ccccc4C3)cc2=O)c1` gave B2AR arrestin 0.0%, uPA surface inh 1%, Eya2 phos inh -19%, USP2a inh 0%, Giardia killer 12, hERG WT inh 3, KCNH2 3.1 inh -3 and Chronic BCR inh 3%.
COc1cccc(CNCCc2c[nH]c3ccccc23)c1OCc1ccccc1F was read as B2AR arrestin -0.5%, uPA surface inh -7%, Eya2 phos inh -8%, USP2a inh -2%, Giardia killer -21, PKM2 act 5%, GALK inhibitor -2%, hERG WT inh 7, KCNH2 3.1 inh -2 and Chronic BCR inh inconclusive.
Screening CC(=O)N/C(=C/c1ccc([N+](=O)[O-])cc1)C(=O)O returned B2AR arrestin -0.7%, uPA surface inh 8%, Eya2 phos inh 11%, FBPA coupling cs 0, USP2a inh -1%, Giardia killer -12, PKM2 act -1%, GALK inhibitor -1%, hERG WT inh -1, KCNH2 3.1 inh -17 and Chronic BCR inh 7%.
Screening CC(C)(C)NC(=O)CSc1nnc(CN2CCCCCC2=O)n1-c1ccccn1 returned B2AR arrestin -0.2%, uPA surface inh 5%, Eya2 phos inh -1%, FBPA coupling cs 2, USP2a inh 0%, Giardia killer -6, PKM2 act -1%, GALK inhibitor 6%, hERG WT inh -1, KCNH2 3.1 inh 4 and Chronic BCR inh 1%.
Screening COc1ccc2nc(SCC(=O)Nc3ccc(S(=O)(=O)Nc4nccc(C)n4)cc3)[nH]c2c1 returned B2AR arrestin 1.1%, uPA surface inh 3%, Eya2 phos inh 20%, FBPA coupling cs 4, USP2a inh -8%, Giardia killer -7, PKM2 act 23%, GALK inhibitor -2%, hERG WT inh -1, KCNH2 3.1 inh 4 and Chronic BCR inh -2%.
`O=C(CN1C(=O)NC2(CCCCCCC2)C1=O)NC1CCCc2ccccc21` (configuration not stated) gave B2AR arrestin -0.3%, uPA surface inh 0%, Eya2 phos inh 0%, FBPA coupling cs 4, USP2a inh -1%, Giardia killer -7, PKM2 act -10%, GALK inhibitor 0%, hERG WT inh -4, KCNH2 3.1 inh -10 and Chronic BCR inh 0%.

The order is random (roughly 2.4% active in at least one column).
